# Assay outcomes (PubChem BioAssay)
# AmpC inh detg: qHTS Inhibitors of AmpC Beta-Lactamase (assay with detergent); P00811; AmpC hydrolysis of nitrocefin, absorbance 480 nm, 0.01% Triton; Potency, µM (highest dose often 114 µM), for the others: at the highest dose activity change, negative = inhibition, actives largely listed as inhibitors; 370,000 tested, 0.041% active; AID 485294, 2010;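 further: potency means the concentration at half of the fitted maximal effect; 0% = no-compound wells and -100% = no-enzyme wells; nearly all actives have a fitted effect of over 25% in size; some results filed as inactive show a strong effect at the top dose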
# Target sequence (P00811 whole entry, looked up): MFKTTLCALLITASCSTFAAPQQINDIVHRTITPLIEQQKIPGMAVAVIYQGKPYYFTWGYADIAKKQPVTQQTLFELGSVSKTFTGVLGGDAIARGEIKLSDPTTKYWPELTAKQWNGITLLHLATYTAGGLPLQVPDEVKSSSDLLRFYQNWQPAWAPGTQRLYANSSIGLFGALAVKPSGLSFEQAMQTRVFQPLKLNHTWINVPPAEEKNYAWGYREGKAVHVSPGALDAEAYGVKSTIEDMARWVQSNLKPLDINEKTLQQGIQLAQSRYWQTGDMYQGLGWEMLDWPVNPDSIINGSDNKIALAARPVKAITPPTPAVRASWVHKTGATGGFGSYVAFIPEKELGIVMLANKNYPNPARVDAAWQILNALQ
#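 20 mM phosphate pH 7.0 + 0.01% (detergent screen) or 0.0001% Triton X-100; 5.3 nM AmpC reagent; cpd preinc 15 min RT; nitrocefin (800 uM stock) to start; A480 q20 s × 4 min; Activity was normalised to no-enzyme and no-compound control wells.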
# AmpC no deterg: qHTS Inhibitors of AmpC Beta-Lactamase (assay without detergent); AmpC nitrocefin hydrolysis, absorbance 480 nm, 0.0001% Triton; Potency, µM (series often up to 57.1 µM), for the others: at the top dose activity change, negative = inhibition, hits mostly inhibitors; 330,000 tested, 0.52% active; P00811;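 further: potency means the concentration at half of the fitted maximal effect; plate controls were no compound for no effect and no enzyme for full effect; nearly all actives have a fitted effect of over 20% in size; some results filed as inactive show a strong effect at the top dose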
#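 20 mM phosphate pH 7.0 + 0.01% (detergent screen) or 0.0001% Triton X-100; 5.3 nM AmpC reagent; cpd preinc 15 min RT; nitrocefin (800 uM stock) to start; A480 q20 s × 4 min; Activity was normalised to no-enzyme and no-compound control wells.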
# FBPA Giardia inh: qHTS Assay for Inhibitors of Fructose-1,6-bisphosphate Aldolase from Giardia Lamblia. A8B2U2. purified Giardia FBPA. Potency, µM (series often up to 59.6 µM), inactives show at the top dose activity, negative = inhibition, hits mostly inhibitors. 290,000 tested, 0.71% active. AID 2451, 2010; further: potency means the concentration at half of the fitted maximal effect; nearly all actives have a fitted effect of over 55% in size
# Target sequence (A8B2U2 whole entry, looked up): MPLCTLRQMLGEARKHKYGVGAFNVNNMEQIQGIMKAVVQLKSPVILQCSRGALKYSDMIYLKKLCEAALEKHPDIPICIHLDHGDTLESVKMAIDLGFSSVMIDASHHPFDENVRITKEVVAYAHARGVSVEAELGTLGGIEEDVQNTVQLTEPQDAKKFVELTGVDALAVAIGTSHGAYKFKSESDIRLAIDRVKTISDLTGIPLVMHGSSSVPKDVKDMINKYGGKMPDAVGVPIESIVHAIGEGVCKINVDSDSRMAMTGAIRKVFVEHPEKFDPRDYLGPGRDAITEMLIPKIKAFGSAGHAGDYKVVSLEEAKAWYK
#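 40 nM FBPA preincubated 10 min at RT with compound (up to 57.5 uM final), then substrate plus GAPDH/TPI/NAD/arsenate coupling and diaphorase/resazurin added. Fluorescence read after 20 min at RT, 525/598 nm.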
# Sm TGR inh: qHTS Assay for the Inhibitors of Schistosoma Mansoni Peroxiredoxins; Schistosoma mansoni thioredoxin glutathione reductase (TGR), Q962Y6; purified TGR, DTNB reduction, TNB absorbance 405 nm; Potency, µM (doses to about 114 µM), for the others: at the top dose activity change, negative = inhibition, usual class: inhibitors; 360,000 tested, 3% active; AID 485364, 2010; further: potency means the concentration at half of the fitted maximal effect; nearly all actives have a fitted effect of over 60% in size
#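 Kinetic colorimetric format: TGR-catalysed, NADPH-driven DTNB reduction monitored via TNB absorbance. Enzyme dispensed at 20 nM; compound exposure 15 min at room temperature before reaction start.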
# HCMV antiviral: qHTS Assay for inhibitors of the human cytomegalovirus (HCMV). HFF cells, HCMV-luciferase reporter, 72 h; stronger effect = lower value. activity change, negative = inhibition, % at 57.5 µM. 410,000 tested, 4.5% active; in the data active means activity change below about -60%; inconclusive means no clear call, values can overlap the other calls; inactive means above about -39%
#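 Screen run at 2 compound doses on HFFs infected with reporter HCMV, MOI 1 PFU/cell. Luciferase activity from cell lysates at 72 h post infection gave inhibition relative to buffer-only and Salinomycin wells.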
# HCV inh: qHTS Assay for Inhibitors of Hepatitis C Virus (HCV); Huh7.5.1 HCVcc-Cre infection, luciferase reporter, 44 h; 340,000 tested, 3.4% active; Potency, µM (series often up to 41.8 µM), inactives show at the top dose activity change, negative = inhibition, usual class: inhibitors; further: potency means the concentration at half of the fitted maximal effect
#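 Cells (1,000/well) were plated 4 h before compound, then infected with HCVcc-Cre virus (~0.5 moi). After 44 h further culture, infection was read as luciferase luminescence following a 15 min substrate incubation at room temperature.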
# Numbers without * were called inactive; ? = inconclusive; . = no result given; & = joins results of further samples; [ ] = dose if it differs, or a comment. Unless noted, the call rests on the fitted dose curve; in most records, active means well fitted curve in the direction sought with a large enough effect; inconclusive means small, poorly fitted or top-dose-only effect, or another doubt; inactive means no such curve, though single readings can be large; an effect the other way counts as inactive or inconclusive. Unless noted, on the % scale 0 is the no-effect control and ±100 the full control effect. Outcome played no part in choosing rows. Share with any hit: about 9.9%.
Compound	HCMV antiviral	Sm TGR inh	HCV inh	FBPA Giardia inh	AmpC inh detg	AmpC no deterg
O=C1CC(C(=O)Nc2ccc(Br)cc2)S/C(=N\N=C\c2ccco2)N1 (centres undefined)	19	2%	-6%	10%	3%	-45%
CN(CC(=O)Nc1cccc(C#N)c1)Cc1ccc(Cl)cc1	?	5%	1%	1%	6%	-23%
CCOC(=O)C1CCCN(c2c(NCCCN(C)c3ccccc3)c(=O)c2=O)C1 (centres undefined)	35	0%	6%	0%	?	-4%
Cn1c2ccccc2n2c(=O)cc(-c3ccccc3)c(C#N)c12	-26	-3%	?	4%	-5%	-22%
COc1ccc(C(=O)CSc2nnc(CNC(=O)c3ccco3)n2C)cc1	-10	4%	21%	-1%	?	-9%
O=S(=O)(Nc1cccc(Cl)c1)c1cccc(-n2cnnn2)c1	-29	.	14%	.	.	-33%
CC1CCc2sc(C(=O)NC3CCN(Cc4ccccc4)CC3)cc2C1 (centres undefined)	?	26%	11µM*	.	3%	3%
COc1cc(C2NC(=O)NC(O)(C(F)(F)F)C2C(=O)c2cccs2)ccc1O (centres undefined)	24	?	-2%	3%	-1%	-10%
Nc1nc(SCn2nnc3ccccc3c2=O)n[nH]1	-5	.	-1%	-11%	4%	-1%
Cc1c(C#N)c(NC(=O)c2cccc(Cl)c2)n(Cc2ccccc2)c1C	-27	-11%	5%	2%	-2%	-31%
O=C1Nc2ccc(F)cc2C12Nc1ccccc1-c1nnc(SCc3ccccc3Cl)nc1O2 (centres undefined)	12	6%	-2%	-16%	3%	-38%
Cc1[nH]c2ccc(-c3n[nH]c(=S)n3Cc3ccccc3)cc2c1C	-17	5%	-3%	8%	-1%	11µM*
Cc1cc(C)n(-c2cc(C(=O)O)cc(C(=O)O)c2)n1	-34	.	-9%	0%	-9%	-18%
Cc1cccn2c(CN(C)C3CCCc4ccccc43)c(C(=O)N3CCOCC3)nc12 (centres undefined)	-16	-26%	?	?	10%	209%[activator]
Cc1c(Br)c([N+](=O)[O-])nn1CC(=O)NC1CCCCCC1	?	-3%	-4%	1%	1%	-19%
O=S1(=O)N=C(N/N=C/c2ccco2)c2ccccc21	-17	-12%	4%	?	6%	-25%
CCc1ccc(Nc2nnc(SCC(=O)NC(=O)c3cccn3C)s2)cc1	50	.	?	-2%	1%	-34%
CN(C)C(=O)CN1C(=O)C2CC=C(Cl)CC2C1=O (centres undefined)	-22	?	33%[activator]	1%	?	-3%
CNC(=O)c1[nH]cnc1C(=O)Nc1cccc(OC)c1	216	-2%	-11%	-8%	?	-12%
CC(C)(C)C1=Nn2c(nnc2-c2ccccc2F)SC1	22	-2%	-1%	2%	-14%	-15%
CC(NC(=O)c1ccnn1C)C1CCCO1 (centres undefined)	-6	.	13%	3%	0%	-10%
CC(C)(C)c1ccc(C(=O)N2CCC(=O)N(C(COCc3ccccc3)Cc3ccccc3)CC2)cc1 (centres undefined)	37	-12%	?	-7%	-21%	146%[activator]
O=c1c2c3c(sc2ncn1/N=C/c1ccccc1)CCCC3	6	-1%	-17%	2%	?	-18%
O=C(NNC(=O)C12CC3CC(CC(Br)(C3)C1)C2)c1ccccc1F	45	.	-4%	.	.	-13%
Cc1ccc(OCCOCCn2ccnc2)c(Br)c1	13	-2%	?	-29%	-2%	-6%
CCCOc1ccc(C(=O)NCCC(=O)NCCCC(=O)O)cc1	0	13%	?	5%	10%	-16%
CS(=O)(=O)c1ccccc1C(=O)Nc1cccc2ncccc12	-12	-6%	4%	1%	-2%	2%
O=C(Nc1cccc(-c2cn3ccsc3n2)c1)c1ccccc1	17	-7%	25µM*	-4%	-8%	-26%
Cc1cc(Nc2ccc(Br)cc2)nc(-c2ccccc2O)n1	6	5%	13µM*	7%	0%	-46%
O=C1c2ccccc2C(=O)N1CCn1ccnc1	49	-3%	25%	-9%	-13%	-5%
COc1cccc(OCCCCn2c(-c3ccc(Cl)cc3)nc3ccccc3c2=O)c1	16	-6%	.	.	-11%	.
Cc1ccccc1-n1nnnc1SCC(=O)NCC1(N2CCOCC2)CCCCC1	44	-10%	-13%	.	?	-9%
Cc1cc(OCCCCOc2ccc(S(N)(=O)=O)c(C)c2)ccc1S(N)(=O)=O	-30	16%	?	1%	3%	-25%
Cc1ccc(OCc2nc(C#N)c(N3CCCC3)o2)cc1	-14	-7%	?	8%	?	-5%
COc1cccc(NC(C)=[N+](C)CCNS(=O)(=O)c2ccc(Cl)cc2)c1	31	32µM*	-11%	.	?	28%
O=C(COC(=O)C12CC3CC(CC(O)(C3)C1)C2)Nc1ccc(Cl)cc1F	-1	-2%	24%	.	1%	-5%
O=C(COC(=O)Cc1cccs1)NCC(=O)Nc1ccc(F)cc1	-14	6%	5%	.	0%	-16%
Cc1ccccc1OCC(=O)NC1=NCCS1	77	-27%	-13%	1%	-16%	-12%
CCCCn1c(N)c(NCc2ccccc2OC)c(=O)[nH]c1=O	-28	-3%	-3%	-18%	2%	-19%
COc1ccc(OC)c(C(=O)c2ccc(C(=O)Nc3ccccc3)cc2)c1	20	-16%	-7%	1%	1%	-32%
CCCCCCC(=O)NC(Nc1ccc(S(N)(=O)=O)cc1)C(Cl)(Cl)Cl (centres undefined)	-2	2%	-3%	2%	-6%	-27%
CC[n+]1c(/C=C/c2ccc(OC(C)=O)c(OC)c2)ccc2ccccc21	60	-27%	-23%	-1%	-3%	9%
C#CC1(O)C=CC2C3CCC4=CC(=O)CCC4C3CCC21CC (centres undefined)	-24	0%	5%	5%	-3%	1%
CCOC(=O)/C=C1\CN(C(C)c2ccccc2)S(=O)(=O)c2ccccc21 (centres undefined)	-17	28µM*	-4%	4%	-13%	-5%
O=C(NC1CCN(S(=O)(=O)c2ccccc2F)CC1)c1cccnc1	-28	0%	6%	0%	3%	39%
Cc1ccc(C)c(NC(=O)c2ccc3c(c2)CCCN3S(C)(=O)=O)c1	27	1%	.	.	21%	.
O=C(Nc1ccc(S(=O)(=O)N2CCC(C(=O)NC3CCCCC3)CC2)cc1)c1ccco1	-6	6%	-17%	-2%	-10%	-34%
CC(C)Cc1cc(C(=O)N2CCN(C(c3ccccc3)c3ccccc3)CC2)no1	-6	-7%	0%	0%	-6%	24%
Cn1c(=O)[nH]c(=O)c2c1nc(N1CCCCC1)n2C/C=N/NC(=O)c1cc(Br)ccc1O	0	-10%	6%	1%	1%	-40%
CC1CCN(C(=O)CN2C(=O)C(=O)N(C)C2=O)c2ccccc2S1 (centres undefined)	16	-19%	-8%	.	7%	-7%
C[C@H](CCC(=O)O)[C@H]1CC[C@H]2[C@@H]3[C@H](O)C[C@@H]4C[C@H](O)CC[C@]4(C)[C@H]3C[C@H](O)[C@]12C	110&2&16	-2%&-18%	13%&16%&12%	10%	?	169%&169%[activator]
CCc1c(C)nc(N)n2c(SCC(=O)N3CCCc4ccccc43)nnc12	3	-2%	4%	-1%	0%	-14%
CCCCn1c(N)c(N(CC(C)C)C(=O)c2ccc(S(=O)(=O)N3CCCCCC3)cc2)c(=O)[nH]c1=O	?	3%	9%	.	?	-10%
CC(Oc1cccc(Cl)c1)C(=O)Nc1ccc(N2CCOCC2)cc1N1CCOCC1 (centres undefined)	?	1%	0%	.	-12%	213%[activator]
CC(C(=O)c1ccccc1)[n+]1cccc(C(N)=O)c1 (centres undefined)	-26	0%	15%	4%	8%	-12%
O=S(=O)(Nc1nc2ccccc2nc1Cl)c1ccc2ccccc2c1	43	-3%	-14%	6%	1%	-40%

# Grouped by structure: those above with a furan ring, fused or not.
Compound	HCMV antiviral	Sm TGR inh	HCV inh	FBPA Giardia inh	AmpC inh detg	AmpC no deterg
O=C1CC(C(=O)Nc2ccc(Br)cc2)S/C(=N\N=C\c2ccco2)N1 (centres undefined)	19	2%	-6%	10%	3%	-45%
COc1ccc(C(=O)CSc2nnc(CNC(=O)c3ccco3)n2C)cc1	-10	4%	21%	-1%	?	-9%
O=S1(=O)N=C(N/N=C/c2ccco2)c2ccccc21	-17	-12%	4%	?	6%	-25%
O=C(Nc1ccc(S(=O)(=O)N2CCC(C(=O)NC3CCCCC3)CC2)cc1)c1ccco1	-6	6%	-17%	-2%	-10%	-34%

# Next part
Compound	HCMV antiviral	Sm TGR inh	HCV inh	FBPA Giardia inh	AmpC inh detg	AmpC no deterg
COc1ccccc1NC(=O)COC(=O)Cc1ccc(S(=O)(=O)N2CCCCC2)s1	18	6%	-5%	-3%	5%	-20%
COc1ccccc1N1CCN(C(=O)c2noc(C)c2[N+](=O)[O-])CC1	0	?	24%	.	0%	-15%
COc1ccc(C(=S)Nc2ccccc2)cc1	16	-27%	3%	-2%	-12%	-10%
O=C(NCc1ccc(F)cc1)C(=O)NCC(c1ccco1)S(=O)(=O)c1cccs1 (centres undefined)	13	7.9µM*	.	.	3%	.
Clc1nc(CN2CCCCC2)nc2sc3c(c12)CCC3	9	22µM*	?	0%	0%	1%[2.29 µM]
COc1ccc2[nH]c3c(N4CC(C)OC(C)C4)ncnc3c2c1 (centres undefined)	?	-2%	-22%	-21%	-6%	-42%
O=C1C2C3C=CC(C4CC34)C2C(=O)N1c1cccc2ccccc12 (centres undefined)	114	-15%	5%	-4%	3%	2%
O=C(CNC(=O)c1cccs1)NCC(=O)OCc1ccccc1Br	-28	1%	3%	7%	-7%	-1%[2.29 µM]
COc1ccc(CNc2ncc(-c3ccc(Br)cc3)n2C)cc1OC	-23	4%	?	?	-14%	-9%
CCOC(=O)c1sc(=S)n(CC)c1NC(=O)CC	31	-21%	-5%	-1%	-3%	-11%
CCCCN(C)CCC(=O)Nc1ccc(Cl)cc1	-14	6%	?	-6%	-1%	-28%
Cc1nc(N2C(=O)c3oc4ccccc4c(=O)c3C2c2cccc(OCCC(C)C)c2)sc1C (centres undefined)	10	11%	.	.	-8%	.
O=C(CSc1ccnc(=O)[nH]1)NCc1ccc(F)cc1	0	?	.	.	0%	.
Cc1cccc(C)c1NS(=O)(=O)c1ccc(-c2ccc(=O)[nH]n2)o1	-31	-30%	-7%	6%	3%	-9%
Cn1c(=O)[nH]c(=O)c2c1nc(NCCN)n2CCOc1ccccc1	-13	-7%	8%	1%	?	16%
O=C(CCCn1c(SCC(=O)NCCc2ccccc2)nc2ccccc2c1=O)NCC1CCCO1 (centres undefined)	-27	-2%	-7%	4%	1%	-29%
